# GLS inhibitor: inhibitors of human glutaminase (GLS). AID 624170. hit rate 0.21% among 410,000. Potency, µM (titrated, usually from 45.5 µM), without a hit: at the highest dose activity change, negative = inhibition, most hits filed as inhibitors. GLS enzymatic activity, qHTS titration. O94925; further: potency means the concentration at half of the fitted maximal effect; on the % scale 0 is the no-effect control and ±100 the full control effect
#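 Assay buffer: 45 mM KH2PO4 pH 8.2, 0.02% Tween-20. hKGA acts on L-glutamine (1 mM solution added); product glutamate is reported by an oxidase/peroxidase Amplex Red coupling, with fluorescence taken at baseline and 30 min.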
# PGK inhibitor: blocks T. brucei phosphoglycerate kinase | PGK/GAPDH coupled, Kinase-Glo luminescence, 60 min | Potency, µM (top dose mostly 57.5 µM), for the others: at the highest dose activity change, negative = inhibition, actives largely listed as inhibitors | hit rate 0.043% among 380,000 | P07378; further: potency means the concentration at half of the fitted maximal effect; on the % scale 0 is the no-effect control and ±100 the full control effect; nearly all actives have a fitted effect of over 60% in size
#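 Recombinant glycosomal PGK reaction used 1,3-bisphosphoglycerate generated in-well by GAPDH (100nM final) in 100mM TEA pH 7.6, 5mM MgCl2, 0.01% Tween-20. After 60 minutes at room temperature, ATP was read by Kinase-Glo Plus luminescence end-point.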
# PI4K2A block: PI4K2A (human) kinase inhibition; Q9BTU6; purified PI4K2A, ADP-Glo luminescence, 1 h; hits give low values; activity change, negative = inhibition, % at 76.9 µM; hit rate 0.13% among 420,000; in the data active means activity change below about -50%; inconclusive means mostly about -30% to -49%;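 further: -100% = wells without enzyme as full effect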
#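 In this quantitative HTS, ADP production by PI4K2A was quantified luminescently after 1 h at ambient temperature; 100 microM adenosine served as plate-quality control.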
# TrxR1 substrate: rat thioredoxin reductase 1 substrate activity. purified TrxR1 substrate turnover, NADPH consumption readout. Potency, µM (doses to about 114 µM), inactives show at the highest dose activity change, negative = substrate turnover. hit rate 0.01% among 390,000; further: potency means the concentration at half of the fitted maximal effect; on the % scale 0 is the no-effect control and ±100 the full control effect; nearly all actives have a fitted effect of over 50% in size
#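 Rat TrxR1, dispensed at 90 nM, was prereduced with 400 uM NADPH (final) for 5 min at ~22 deg C, then incubated with compound 15 min before 400 uM selenite. A first-read NADPH fluorescence drop versus no-compound background flagged substrates.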
# USP1 inh: USP1/UAF1 (human) deubiquitinase inhibition. hit rate 0.23% among 390,000. recombinant USP1/UAF1, Ub-Rhodamine cleavage fluorescence. Potency, µM (highest dose often 57.1 µM), for the others: at the highest dose activity change, negative = inhibition, most hits filed as inhibitors; further: potency means the concentration at half of the fitted maximal effect; on the % scale 0 is the no-effect control and ±100 the full control effect; nearly all actives have a fitted effect of over 60% in size; inactives centre near -12
# Target sequence (O94782 whole entry, looked up): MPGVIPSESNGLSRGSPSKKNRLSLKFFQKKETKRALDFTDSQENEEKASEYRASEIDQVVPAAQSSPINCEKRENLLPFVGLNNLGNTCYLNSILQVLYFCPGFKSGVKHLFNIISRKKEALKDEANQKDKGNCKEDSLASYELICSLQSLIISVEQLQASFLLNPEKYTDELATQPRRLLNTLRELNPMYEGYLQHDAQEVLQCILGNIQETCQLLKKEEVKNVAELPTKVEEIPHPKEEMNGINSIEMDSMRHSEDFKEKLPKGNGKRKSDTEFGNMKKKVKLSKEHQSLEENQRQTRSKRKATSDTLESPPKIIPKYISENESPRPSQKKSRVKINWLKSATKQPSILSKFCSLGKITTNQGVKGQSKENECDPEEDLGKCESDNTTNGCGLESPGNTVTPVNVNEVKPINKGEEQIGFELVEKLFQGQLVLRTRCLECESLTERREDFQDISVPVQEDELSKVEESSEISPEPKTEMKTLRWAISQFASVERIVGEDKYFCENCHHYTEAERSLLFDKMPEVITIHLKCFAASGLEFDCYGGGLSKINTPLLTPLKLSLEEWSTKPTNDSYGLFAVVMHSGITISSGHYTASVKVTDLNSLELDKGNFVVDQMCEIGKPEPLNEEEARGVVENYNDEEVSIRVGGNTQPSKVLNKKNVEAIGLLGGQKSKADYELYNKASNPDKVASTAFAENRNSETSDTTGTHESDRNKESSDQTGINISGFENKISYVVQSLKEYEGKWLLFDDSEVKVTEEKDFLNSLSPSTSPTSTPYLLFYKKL
#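 USP1/UAF1 complex at 1 nM was preincubated with compound for 15 min at room temperature, then Ub-Rho substrate (150nM final) was added. Fluorescence (480/540 nm) was read kinetically, 6 reads every 60 seconds.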
# Pin1 inh: blocks the human prolyl isomerase Pin1; Potency, µM (top dose mostly 115 µM), without a hit: at the highest dose activity, negative = inhibition, hits mostly inhibitors; Pin1 FP peptide displacement, HiFluor488, 10 min; Q13526; hit rate 0.009% among 390,000; AID 504891; active means well fitted inhibition curve with a large enough effect in the polarisation, with a control signal flat, not every such curve was filed as active; inconclusive means small, poorly fitted or top-dose-only effect, or effect the other way, or a change in a side signal; inactive means no such curve, though single readings can be large or run the other way; the % refers to the polarisation; further: potency means the concentration at half of the fitted maximal effect; on the % scale 0 is the no-effect control and ±100 the full control effect
# Target sequence (Q13526 whole entry, looked up): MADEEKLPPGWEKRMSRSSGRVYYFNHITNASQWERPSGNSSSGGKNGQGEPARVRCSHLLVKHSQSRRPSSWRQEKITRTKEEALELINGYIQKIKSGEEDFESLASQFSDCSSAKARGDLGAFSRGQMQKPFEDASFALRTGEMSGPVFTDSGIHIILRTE
# mIDH1 inhibitor: inhibitors of human mutant IDH1 R132H | O75874 | IDH1-R132H enzyme, NADPH consumption, diaphorase/resazurin fluorescence | Potency, µM (highest dose often 76.6 µM), inactives show at the top dose activity change, negative = inhibition, most hits filed as inhibitors | hit rate 0.093% among 390,000; further: potency means the concentration at half of the fitted maximal effect; on the % scale 0 is the no-effect control and ±100 the full control effect; nearly all actives have a fitted effect of over 65% in size
#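 IDH1-R132H (0.5 ug/mL) preincubated 30 min with compound, then NADPH (0.016 mM) and alpha-KG (2 mM) added; 80 min at RT, pH 7.5. Remaining NADPH coupled via diaphorase/resazurin to fluorescence (540/590 nm); concentration-response curves normalized to no-enzyme control.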
# rTrxR1 inhibitor: blocks rat thioredoxin reductase 1 | hit rate 1% among 390,000 | Potency, µM (highest dose often 114 µM), for the others: top-dose activity change, negative = inhibition, most hits filed as inhibitors | recombinant rTrxR1, NADPH fluorescence consumption, selenite substrate; further: potency means the concentration at half of the fitted maximal effect; on the % scale 0 is the no-effect control and ±100 the full control effect; nearly all actives have a fitted effect of over 65% in size
#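 Rat TrxR1 (90 nM in the dispensed reagent) was pre-reduced with 400 uM NADPH for 5 min at room temperature, then incubated with compound for 15 min. After 400 uM selenite was added, NADPH fluorescence (Ex 340/Em 450 nm) was followed for 8 min.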
# HP1b chromo inh: HP1-beta chromodomain-methylated histone interaction inhibition | AlphaScreen HP1-beta / biotin-H3K9me3 peptide binding | Potency, µM (highest dose often 114 µM), for the others: at the top dose activity change, negative = inhibition, most hits filed as inhibitors | hit rate 0.56% among 390,000 | AID 540317; further: potency means the concentration at half of the fitted maximal effect; nearly all actives have a fitted effect of over 70% in size; inactives centre near 23
#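 HP1-beta protein (50 nM final) preincubated 30 min at room temperature with biotinylated H3(1-18)K9me3 peptide (50 nM) in PBS pH 7.4, 0.01% Tween-20, then compound added for 30 min. AlphaScreen streptavidin donor/nickel chelate acceptor beads (10 ug/mL final), 30 min dark, luminescence read.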
# The depositor's hits bear a star; i = inactive; ? = inconclusive; nt = not tested or not shown; & = joins results of further samples; [ ] = another dose, or the depositor's remark. Unless noted, the call rests on the fitted dose curve; in most records, active means well fitted curve in the direction sought with a large enough effect; inconclusive means small, poorly fitted or top-dose-only effect, or another doubt; inactive means no such curve, though single readings can be large; an effect the other way counts as inactive or inconclusive.
SMILES,GLS inhibitor,PGK inhibitor,PI4K2A block,TrxR1 substrate,USP1 inh,Pin1 inh,mIDH1 inhibitor,rTrxR1 inhibitor,HP1b chromo inh
COc1nc(Nc2cccc(C(F)(F)F)c2)nc(OC)n1,3%,i,-3,16%[57.1 µM],-14%,2%,7%,11%[57.1 µM],29%
Cc1ccc(NC(=O)C(OC(=O)c2ccc(F)cc2)c2ccccc2)cc1Cl (centres undefined),-4%,-4%,2,-4%,-22%,13%,4%,6%,32%[activator]
C=CCn1c(N)cc(=O)nc1SCC(=O)Nc1cccc2ccccc12,-21%,i,-3,-8%,-8%,0%,2%,-13%,25%
CCOC(=O)c1c(S(=O)(=O)N2CCN(c3ccc(F)cc3)CC2)c(C)n(C)c1C,-8%,-3%,5,-5%,-18%,-7%,0%,-6%,23%
COc1ccc(S(=O)(=O)N2CCC(C(=O)Nc3ccc(F)cc3)CC2)c2cccnc12,-1%,-12%,-1,2%[57.1 µM],3%,-2%,7%,21%,44%[activator]
CCCCc1cc(O)c(CCCC)c(O)c1,10%,-7%,7,5%[57.1 µM],-11%,-5%,5%,19%[57.1 µM],25%
Cc1ccc(C)n1-c1nnc(N2CCCC(C(=O)Nc3ccccc3Br)C2)s1 (centres undefined),4%,nt,0,0%,-20%,6%,nt,?,15%
CCCc1cc(=O)[nH]c(=S)[nH]1,0%&-3%,-3%,4&0,-4%,9%,?,11%,-11%,41%[activator]
Cc1ccc(OCc2ccc(C(=O)Nc3nccs3)o2)cc1,-2%,4%,-1,2%,-10%,4%,-2%,15%,17%
NC(=O)c1cccnc1Oc1ccc(Cl)cc1,2%,2%,2,3%[57.1 µM],4%,-6%,0%,12%[57.1 µM],13%
Cc1ccc(C)c(COC(=O)c2cc([N+](=O)[O-])ccc2N2CCOCC2)c1,10%,6%,-3,-4%,-7%,-3%,-5%,12%[57.1 µM],-21%
COCCNC(=O)CN(C(=O)CCC(=O)Nc1cc(C)on1)c1cccc(C)c1C,-5%,-1%,6,2%,-16%,1%,6%,7%,-11%
CC(C)OP(=O)(OC(C)C)C(Nc1ccccc1)c1cccc2c1OCO2 (centres undefined),18%,-10%,4,-8%,-6%,0%,1%,7%[57.1 µM],27%
O=C(CC(O)c1ccccc1)Nc1ccccn1 (centres undefined),1%,-3%,2,4%[11.4 µM],-15%,-2%,7%,6%[11.4 µM],41%[activator]
Cc1sc2ncn(CC(=O)N3CCN(c4ccccc4F)CC3)c(=O)c2c1S(=O)(=O)N1CCOCC1,-10%,-9%,-3,3%,4%,-4%,12%,24%,1%
COc1ccc(/C=C2/SC(=S)N(CCCC(=O)N3CCN(C)CC3)C2=O)cc1,0%,-11%,6,-2%,-17%,0%,4%,-10%,?
CN(c1cccc(NC(=O)CN(c2cccc(Cl)c2)S(=O)(=O)c2ccccc2)c1)S(C)(=O)=O,-1%,3%,-3,-4%,-13%,0%,3%,3%,16%
CCOCCCNC(=O)C1CCCN(c2ncnc3onc(C)c23)C1 (centres undefined),-1%,i,-2,-4%,-3%,1%,-13%,6%,23%
O=C(CCc1nc(CN2CCN(S(=O)(=O)c3ccc(Cl)cc3)CC2)no1)N1CCCCC1,-2%,-6%,-1,-4%,-17%,-11%,0%,9%,33%
O=C(O)C1CC=CCC1C(=O)N1CC=C(c2ccccc2)CC1 (centres undefined),0%,-5%,1,-14%[57.1 µM],-12%,6%,9%,?,23%
CCOC(=O)CN1C2=NCCN2c2ccccc21,0%,-1%,6,9%[57.1 µM],-17%,9%,3%,11%[57.1 µM],27%
O=C(Cn1nc(-c2ccccc2)nc(Cc2ccccc2)c1=O)Nc1ccccc1,-11%,1%,5,-13%[57.1 µM],-23%,-1%,-22%,-8%[57.1 µM],9%
COC(=O)CSc1ncnc2scc(-c3ccccc3)c12,12%,i,5,6%,-14%,0%,-1%,8%,97%[activator]
COc1cccc(C(c2c(C)[nH]n(-c3ccccc3)c2=O)c2c(C)[nH]n(-c3ccccc3)c2=O)c1OC,-21%,-11%,?,-15%,-13%,-9%,4%,?,-39%

# Sorted by count of non-hydrogen atoms (lowest first): 3 of the compounds above
SMILES,GLS inhibitor,PGK inhibitor,PI4K2A block,TrxR1 substrate,USP1 inh,Pin1 inh,mIDH1 inhibitor,rTrxR1 inhibitor,HP1b chromo inh
O=C(O)C1CC=CCC1C(=O)N1CC=C(c2ccccc2)CC1 (centres undefined),0%,-5%,1,-14%[57.1 µM],-12%,6%,9%,?,23%
CC(C)OP(=O)(OC(C)C)C(Nc1ccccc1)c1cccc2c1OCO2 (centres undefined),18%,-10%,4,-8%,-6%,0%,1%,7%[57.1 µM],27%
O=C(Cn1nc(-c2ccccc2)nc(Cc2ccccc2)c1=O)Nc1ccccc1,-11%,1%,5,-13%[57.1 µM],-23%,-1%,-22%,-8%[57.1 µM],9%

# Copied from the list:
# PI4K2A block with O=C(CC(O)c1ccccc1)Nc1ccccn1 (centres undefined) reads 2
# USP1 inh with CN(c1cccc(NC(=O)CN(c2cccc(Cl)c2)S(=O)(=O)c2ccccc2)c1)S(C)(=O)=O reads -13%
# PI4K2A block with CCOC(=O)CN1C2=NCCN2c2ccccc21 reads 6
# rTrxR1 inhibitor with COC(=O)CSc1ncnc2scc(-c3ccccc3)c12 reads 8%
# HP1b chromo inh with O=C(O)C1CC=CCC1C(=O)N1CC=C(c2ccccc2)CC1 (centres undefined) reads 23%

# Molecules listed so far that contain an NH in an aromatic ring:
SMILES,GLS inhibitor,PGK inhibitor,PI4K2A block,TrxR1 substrate,USP1 inh,Pin1 inh,mIDH1 inhibitor,rTrxR1 inhibitor,HP1b chromo inh
CCCc1cc(=O)[nH]c(=S)[nH]1,0%&-3%,-3%,4&0,-4%,9%,?,11%,-11%,41%[activator]
COc1cccc(C(c2c(C)[nH]n(-c3ccccc3)c2=O)c2c(C)[nH]n(-c3ccccc3)c2=O)c1OC,-21%,-11%,?,-15%,-13%,-9%,4%,?,-39%

# Carrying on:
SMILES,GLS inhibitor,PGK inhibitor,PI4K2A block,TrxR1 substrate,USP1 inh,Pin1 inh,mIDH1 inhibitor,rTrxR1 inhibitor,HP1b chromo inh
COc1ccc(C(=O)NC(C)c2ccc(-n3ccnc3)cc2)c(OC)c1 (centres undefined),5%,-9%,-2,10%,-19%,-2%,8%,17%,44%[activator]
Cc1cc(C)n(-c2nc(-c3cccc(Cl)c3)cs2)n1,-13%,-4%,-6,-12%,-20%,0%,1%,10%[57.1 µM],156%[activator]
Cc1ccc(/C=C(\NC(=O)c2ccccc2)C(=O)NCCN2CCOCC2)o1,2%,-5%,0,1%[57.1 µM],-6%,0%,3%,-11%[57.1 µM],19%
O=C(Nc1ccc(NC(=O)C2CCCCC2)nc1)c1ccco1,2%,-3%,-15,-3%,-10%,-4%,9%,-7%,18%
CCCCn1c(N)c(N(CC(C)C)C(=O)C2CC(=O)N(c3ccc(CC)cc3)C2)c(=O)[nH]c1=O (centres undefined),-1%,4%,3,-5%,-15%,-1%,-3%,0%,18%
COc1ccccc1NC(=O)Cc1nnc(SCC(=O)c2ccccc2)n1C,-10%,5%,-20,11%[57.1 µM],-14%,-2%,2%,24%[57.1 µM],17%
O=C(OCc1cc2ccccc2[nH]c1=O)c1ccco1,-1%,-8%,0,3%,3%,-5%,-2%,14%,25%
CSc1nc2nccc(-c3ccc(Cl)cc3)n2n1,3%,-8%,1,15%[57.1 µM],-2%,1%,1%,14%[57.1 µM],21%
COc1ccc(S(=O)(=O)N2CCCC(C(=O)NC3CC3)C2)cc1OC (centres undefined),-2%,-4%,1,-3%[57.1 µM],-14%,1%,-15%,-3%[57.1 µM],24%
Cc1ccc(C)c(C(=O)CSc2nc(-c3ccccc3)nc3c2CCCC3)c1,0%,12%,-4,-3%,-26%,4%,-3%,0%,82%[activator]
Cc1nn2c(=O)cc(COC(=O)c3ccc(S(=O)(=O)N4CCCCC4)cc3)nc2s1,3%,-6%,-4,0%,-18%,1%,-1%,-3%,28%
Cc1ccc(C)c2c1cc(C)c1nnc(SCc3ccccn3)n12,nt,1%,-1,-2%,-23%,-2%,4%,2%,27%
CCC1(C)CC(=O)c2c(ccc3oc(C(=O)Nc4ccc(C(C)=O)cc4)c(C)c23)O1 (centres undefined),-5%,-7%,-1,11%,?,?,16%,6%,41%
O=C(COC(=O)COc1ccccc1Cl)Nc1ccccc1OC(F)F,1%,i,4,-7%[57.1 µM],-25%,-3%,4%,12%[57.1 µM],79%[activator]

# Compound activity (PubChem BioAssay)

# An excerpt (hit frequency here may not be typical).
